HCV inh: blocks hepatitis C virus | 340,000 compounds, 3.4% hits | Huh7.5.1 HCVcc-Cre infection, luciferase reporter, 44 h | Potency, µM (doses to about 41.8 µM), inactives show top-dose activity change, negative = inhibition, hits mostly inhibitors; note: potency is the fitted concentration of half-maximal effect
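Infectious HCV cell culture screen: compound-treated cells (1,000/well, pre-plated 4 h) are infected with HCVcc-Cre at roughly 0.5 moi and grown 44 h. Infection is quantified by luciferase signal after 15 min substrate incubation at room temperature.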
LmPK inh: LmPK (Leishmania mexicana) enzyme inhibition. purified LmPK, Kinase-Glo ATP luminescence, 1 h. Potency, µM (doses to about 57.5 µM), for inactives: at the top dose activity change, negative = inhibition, hits mostly inhibitors. 290,000 compounds, 0.37% hits; note: potency is the fitted concentration of half-maximal effect
Target sequence (Q27686 whole entry, looked up): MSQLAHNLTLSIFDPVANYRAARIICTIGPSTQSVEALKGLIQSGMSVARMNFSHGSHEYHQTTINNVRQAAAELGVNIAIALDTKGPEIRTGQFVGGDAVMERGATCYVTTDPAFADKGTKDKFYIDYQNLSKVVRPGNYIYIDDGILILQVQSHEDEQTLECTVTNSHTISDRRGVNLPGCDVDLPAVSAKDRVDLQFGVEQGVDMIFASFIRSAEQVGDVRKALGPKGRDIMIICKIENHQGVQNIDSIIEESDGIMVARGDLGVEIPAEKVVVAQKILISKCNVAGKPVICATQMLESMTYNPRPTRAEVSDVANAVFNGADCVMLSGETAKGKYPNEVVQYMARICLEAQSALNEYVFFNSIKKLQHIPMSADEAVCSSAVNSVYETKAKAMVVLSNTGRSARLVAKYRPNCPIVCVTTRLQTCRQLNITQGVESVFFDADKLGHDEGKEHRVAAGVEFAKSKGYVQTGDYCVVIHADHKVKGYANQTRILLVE
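Screened at intermediate enzyme activity to detect both inhibitors and activators: LmPK at 0.1 nM, with a 0.5 nM enzyme column as activation reference. PEP 0.5 mM, ADP 0.1 mM; ATP detected by luminescence after 1 h.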
HCMV antiviral: blocks human cytomegalovirus replication | HFF cells, HCMV-luciferase reporter, 72 h; active compounds read low | activity change, negative = inhibition, % at 57.5 µM | 410,000 compounds, 4.5% hits; in the data active = activity change below about -60%; inconclusive = no clear call, values can overlap the other calls; inactive = above about -39%
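Inhibition of viral replication was scored as loss of reporter luminescence in HFFs infected with HCMV-luciferase (MOI 1 PFU/cell) for 72 h; compounds tested at 2 doses, normalized to buffer and Salinomycin controls.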
AmpC inh no detg: blocks E. coli AmpC beta-lactamase in detergent-free assay; Potency, µM (doses to about 57.1 µM), without a hit: top-dose activity change, negative = inhibition, hits mostly inhibitors; P00811; 330,000 compounds, 0.52% hits; AmpC nitrocefin hydrolysis, absorbance 480 nm, 0.0001% Triton;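 note: potency is the fitted concentration of half-maximal effect; plate controls were no compound for no effect and no enzyme for full effect; nearly all actives have a fitted effect of over 20% in size; some results filed as inactive show a strong effect at the top dose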
Target sequence (P00811 whole entry, looked up): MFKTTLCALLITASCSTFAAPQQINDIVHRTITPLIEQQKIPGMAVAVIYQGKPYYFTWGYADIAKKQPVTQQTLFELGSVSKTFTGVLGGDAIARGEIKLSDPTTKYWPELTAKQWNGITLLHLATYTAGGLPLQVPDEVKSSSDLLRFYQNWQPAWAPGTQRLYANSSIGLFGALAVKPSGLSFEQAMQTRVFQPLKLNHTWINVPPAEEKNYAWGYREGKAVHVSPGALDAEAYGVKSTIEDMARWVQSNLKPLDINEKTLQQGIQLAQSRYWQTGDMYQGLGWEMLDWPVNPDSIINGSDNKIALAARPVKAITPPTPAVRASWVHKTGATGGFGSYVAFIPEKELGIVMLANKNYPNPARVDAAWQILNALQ
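AmpC (5.3 nM in the dispensed reagent) in 20 mM phosphate pH 7.0 with 0.01% (detergent screen) or 0.0001% Triton X-100 was preincubated with compounds for 15 min at room temperature. Nitrocefin was then added from an 800 uM solution, and hydrolysis was followed at 480 nm.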
AmpC inh detg: inhibitors of E. coli AmpC beta-lactamase with detergent; 370,000 compounds, 0.041% hits; AmpC hydrolysis of nitrocefin, absorbance 480 nm, 0.01% Triton; AID 485294; Potency, µM (top dose mostly 114 µM), for inactives: top-dose activity change, negative = inhibition, actives largely listed as inhibitors; P00811;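 note: potency is the fitted concentration of half-maximal effect; 0% = no-compound wells and -100% = no-enzyme wells; nearly all actives have a fitted effect of over 25% in size; some results filed as inactive show a strong effect at the top dose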
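AmpC (5.3 nM in the dispensed reagent) in 20 mM phosphate pH 7.0 with 0.01% (detergent screen) or 0.0001% Triton X-100 was preincubated with compounds for 15 min at room temperature. Nitrocefin was then added from an 800 uM solution, and hydrolysis was followed at 480 nm.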
Tb PYK inh: inhibitors of Trypanosoma brucei pyruvate kinase | TbPYK enzyme, Kinase-Glo Plus ATP luminescence, 45 min | Potency, µM (top dose mostly 76.8 µM), without a hit: top-dose activity, negative = inhibition, actives largely listed as inhibitors | 410,000 compounds, 0.12% hits | AID 624173; note: potency is the fitted concentration of half-maximal effect; nearly all actives have a fitted effect of over 50% in size
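ADP (130 uM final) triggers the TbPYK reaction after compound addition; incubation is 45 min at room temperature. Kinase-Glo Plus is then added and luminescence imaged. Normalized data are fitted to concentration-effect curves.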
AMA1-RON2 inh: AMA1-RON2 (P. falciparum) interaction inhibition; AlphaScreen AMA1-biotinylated RON2 peptide binding; Potency, µM (top dose mostly 58.2 µM), without a hit: at the top dose activity change, negative = inhibition, actives largely listed as inhibitors; 360,000 compounds, 0.2% hits; AID 720542;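 note: potency is the fitted concentration of half-maximal effect; 0% = vehicle wells and -100% = peptide control; nearly all actives have a fitted effect of over 45% in size; some results filed as inactive show a strong effect at the top dose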
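AMA1 (3D7) with his tag at 25 nM final met compounds first, then biotinylated RON2 peptide at 25 nM; detection used donor plus acceptor beads, 10 µg/mL apiece, read by AlphaScreen after 30 min at room temperature.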
* hit, by the source's call; u = inconclusive; x = no result given; [ ] = dose if it differs, or a comment. Unless noted, calls come from the whole dose curve; as a rule, active = well fitted curve in the direction sought with a large enough effect; inconclusive = small, poorly fitted or top-dose-only effect, or another doubt; inactive = no such curve, though single readings can be large; an effect the other way counts as inactive or inconclusive. Unless noted, % is set by controls: 0 for no effect and ±100 for the full control effect.

The opening 3 entries (preview)
item	SMILES	HCV inh	LmPK inh	HCMV antiviral	AmpC inh no detg	AmpC inh detg	Tb PYK inh	AMA1-RON2 inh
1	O=C(Cn1cnc2c(nnn2-c2cccc(Cl)c2)c1=O)N1CCOCC1	-4%	-5%	u	2%	8%	6%	19%
2	Cc1nc2ccc(S(=O)(=O)N(C)CC(=O)N3CCc4ccccc43)cc2s1	-12%	4%	-28	23%	0%	-3%	0%
3	CN1CCN(C(=O)c2ccc(S(=O)(=O)Nc3ccccc3)cc2)CC1	15%	x	0	-4%	u	1%	-2%

Main list, repeating the preview:
item	SMILES	HCV inh	LmPK inh	HCMV antiviral	AmpC inh no detg	AmpC inh detg	Tb PYK inh	AMA1-RON2 inh
1	O=C(Cn1cnc2c(nnn2-c2cccc(Cl)c2)c1=O)N1CCOCC1	-4%	-5%	u	2%	8%	6%	19%
2	Cc1nc2ccc(S(=O)(=O)N(C)CC(=O)N3CCc4ccccc43)cc2s1	-12%	4%	-28	23%	0%	-3%	0%
3	CN1CCN(C(=O)c2ccc(S(=O)(=O)Nc3ccccc3)cc2)CC1	15%	x	0	-4%	u	1%	-2%
4	CC1(C(=O)Nc2ccc(F)cc2F)CCN1C(=O)CCC1CCCC1 (stereo not drawn)	x	x	u	x	x	1%	8%
5	Cc1ccc(C(CNC(=O)C(=O)Nc2ccc3c(c2)OCCO3)N2CCN(C)CC2)cc1 (stereo not drawn)	16%	x	-22	-18%	-16%	-2%	5%
6	COc1ccc(NC(=O)CSc2n[nH]c(=O)n2C2CC2)cc1OC	19%	x	37	-7%	-4%	0%	4%
7	CCCCCC(=O)Nc1ccc(N2CCN(C(=O)c3ccccc3)CC2)cc1	2%	4%	10	0%	u	-4%	2%
8	O=C(NCc1ccco1)c1cnn2c(C(F)F)cc(-c3ccccc3)nc12	-1%	9%	u	-18%	-17%	2%	5%
9	CCOC(=O)N1CCC(NC(=O)CS(=O)Cc2nc(-c3ccc(OC)c(OC)c3)oc2C)CC1 (stereo not drawn)	-16%	2%	66	71%[activator]	u	-7%	0%
10	C=C(C(=O)c1ccccc1)C(CC(=O)c1ccccc1)c1ccccc1 (stereo not drawn)	13µM*	4%	-101*	-37%	-2%	-2%	1%
11	CCOc1ccc(S(=O)(=O)NCCC(=O)OCC(=O)c2ccc(NC(C)=O)cc2)cc1	5%	x	22	-40%	-16%	-9%	5%
12	COc1ccc(S(=O)(=O)N(C)c2ccc(C(=O)N3CCC(C(N)=O)CC3)cc2)cc1OC	u	0%	-100*	-8%	-1%	-2%	-2%
13	Cc1ccc(C(=O)NCc2ccc(N(C)C)cc2)cc1NC(=O)c1nsc2ccccc12	x	x	33	x	-8%	2%	x
14	O=C(NCC(c1cccs1)S(=O)(=O)c1cccs1)c1cccc(F)c1 (stereo not drawn)	x	x	8	x	-6%	0%	x
15	O=C1CC2(CCCCC2)Oc2ccc(Cl)cc21	22%	x	3	x	x	-9%	2%
16	COc1cc(OC)c(NC(=O)Cc2ccc(-n3c(C)nc4cccnc43)cc2)cc1Cl	x	x	0	x	0%	-19%[15.4 µM]	x
17	CN(CCc1ccccc1)C(C(=O)Nc1ccc2c(c1)OCCO2)c1ccnc2ccccc12 (stereo not drawn)	x	x	-17	x	x	5%	-24%
18	Clc1ccc(CN2CCN(/N=C/c3ccco3)CC2)cc1	0%	-3%	-20	-4%	6%	5%	u
19	COC(=O)CN1C(=O)COc2ccc(S(=O)(=O)NCc3ccc(Cl)cc3)cc21	7%	-2%	u	-15%	-10%	-8%	3%
20	COC(=O)C(C(=O)Nc1cc(C)on1)C1CCCCCC1 (stereo not drawn)	0%	1%	26	-32%	u	-8%	-5%
21	Cc1ccc(CSCCC(=O)NCCc2ccc(Cl)cc2)cc1	5%	1%	4	-40%	-7%	-22%	-5%[11.6 µM]
22	O=C(Nc1ccccc1Oc1ccccc1)c1cccc([N+](=O)[O-])c1	u	0%	56	-46%	-5%	4%	-16%
23	O=C(CNc1ccccc1)N/N=C/c1cc([N+](=O)[O-])ccc1N1CCCC1	u	-2%	0	7.9µM*	0%	-4%	-2%
24	COc1ccc(C(=O)c2c[nH]c(C(=O)N=CN(C)C)c2)cc1	7%	1%	57	-30%	3%	-2%	-16%
25	O=C(Nc1ccc(N2CCCC2=O)cc1)c1cncc(Br)c1	-13%	-6%	21	-11%	0%	-7%	1%

Pulled by structure from the list above:
item	SMILES	HCV inh	LmPK inh	HCMV antiviral	AmpC inh no detg	AmpC inh detg	Tb PYK inh	AMA1-RON2 inh
4	CC1(C(=O)Nc2ccc(F)cc2F)CCN1C(=O)CCC1CCCC1 (stereo not drawn)	x	x	u	x	x	1%	8%
16	COc1cc(OC)c(NC(=O)Cc2ccc(-n3c(C)nc4cccnc43)cc2)cc1Cl	x	x	0	x	0%	-19%[15.4 µM]	x
7	CCCCCC(=O)Nc1ccc(N2CCN(C(=O)c3ccccc3)CC2)cc1	2%	4%	10	0%	u	-4%	2%
13	Cc1ccc(C(=O)NCc2ccc(N(C)C)cc2)cc1NC(=O)c1nsc2ccccc12	x	x	33	x	-8%	2%	x
5	Cc1ccc(C(CNC(=O)C(=O)Nc2ccc3c(c2)OCCO3)N2CCN(C)CC2)cc1 (stereo not drawn)	16%	x	-22	-18%	-16%	-2%	5%
1	O=C(Cn1cnc2c(nnn2-c2cccc(Cl)c2)c1=O)N1CCOCC1	-4%	-5%	u	2%	8%	6%	19%

Continuation.
item	SMILES	HCV inh	LmPK inh	HCMV antiviral	AmpC inh no detg	AmpC inh detg	Tb PYK inh	AMA1-RON2 inh
26	Clc1ccc(Cc2ccc(Cl)nn2)c(Cl)c1	20%	-4%	-11	-20%	-11%	4%	0%
27	O=C(CCCc1cccs1)Nc1ccc2c(c1)OCO2	1%	7%	12	-5%[11.4 µM]	u	-2%	-15%
28	CCOC(=O)Cn1c(=O)cc(C(F)(F)C(F)(F)F)c2c(C)nn(CC)c21	x	x	u	x	13%	-11%	x
29	NC(=O)c1ncn([C@@H]2O[C@H](CNCc3ccc(-c4cc(C(F)(F)F)ccc4Cl)o3)[C@@H](O)[C@H]2O)n1	3.2µM*	x	3	x	x	1%	9%
30	COc1ccc(NC(=O)[C@H](COCc2ccccc2)NC(=O)OC(C)(C)C)cc1	3%	3%	-19	5%	7%	-1%	2%
31	C/C(=N\NC(=O)c1nnn(-c2nonc2N)c1CN1CCC(C)CC1)c1ccc(Br)cc1	x	x	-25	x	x	0%	39%[activator]
32	Cc1ccc(OCCN2C(=O)c3ccccc3C2=O)cc1	19%	1%	7	-4%	3%	4%	16%
33	CC1CCCN(C(=O)c2ccc(Br)c(S(=O)(=O)N3CCOCC3)c2)C1 (stereo not drawn)	10%	x	0	28%	-2%	8%	-1%
34	O=C(Cn1c(Cc2ccccc2)nc2ccccc21)NCc1ccc2c(c1)OCO2	5%	-1%	2	-37%	-15%	1%	4%
35	CC1CN(c2nc3c(c(=O)n(C)c(=O)n3C)n2Cc2c(F)cccc2Cl)CC(C)O1 (stereo not drawn)	-7%	4%	64	-9%	-7%	13%	6%
36	O=C(COc1ccc(Cl)cc1)NCCN1CCCCC1	15%	-3%[11.5 µM]	122	-24%	-9%	-5%	-15%
37	C=CC[C@@H](Cc1ccc(F)cc1)C(=O)OC[C@@H]1CCCN1C(=O)[C@@H](CC=C)CC(=O)N[C@H](CO)Cc1ccccc1	u	x	-11	282%[activator]	x	-9%	-1%
38	COC(=O)[C@@H](NC(=O)N1CCC(C)CC1)C(C)C	17%	2%	15	-13%	-7%	-7%	-3%
39	Cc1ccc(-c2cc(C(=O)Nc3nccs3)c3ccccc3n2)c(C)c1	10µM*	-1%	-87*	-21%	-13%	3%	8%[2.32 µM]
40	COC(=O)c1c(-c2cccs2)csc1NC(=O)COc1ccc(C(C)(C)C)cc1	x	x	-13	x	0%	-13%	x
41	CC(C)Cn1c(=O)c2ccccc2n2c(CCC(=O)Nc3ccc(F)cc3)nnc12	x	x	-15	x	22%	-12%	x
42	COc1cc(OC)cc(C(=O)Nc2ccc([N+](=O)[O-])cn2)c1	-6%	-12%	-38	-11%	9%	2%	0%
43	COc1ccccc1-c1nc(NC(C)=O)n[nH]1	6%	-3%	126	-17%	-7%	-4%	9%
44	CCCN1C2CCCC1CC(NC(=O)c1ccc(C(C)(C)C)cc1)C2 (stereo not drawn)	u	6%	-12	-8%	4%	-6%	13%
45	Cc1ccc(OCC(=O)Nc2ccc(S(=O)(=O)Nc3ccccn3)cc2)c(C)c1	u	-2%	-4	-42%	u	-1%	-8%[11.6 µM]
46	Cc1nn(CCc2n[nH]c(=S)n2C)c(C)c1Br	x	-20%	-29	-14%	0%	u	-5%
47	CCN(CC)S(=O)(=O)c1cccc(-c2n[nH]c(=S)n2Cc2ccccc2)c1	7%	-2%	u	-36%[11.4 µM]	u	5.6µM*	85%[activator]
48	O=C(Nc1nc2ccccc2[nH]1)c1cccc(Cl)c1	-20%	-7%	98	-56%	-8%	-1%	108%[activator]

Complete entries from above. Values in the order: HCV inh, LmPK inh, HCMV antiviral, AmpC inh no detg, AmpC inh detg, Tb PYK inh, AMA1-RON2 inh
Record of `COc1cc(OC)cc(C(=O)Nc2ccc([N+](=O)[O-])cn2)c1` : -6%, -12%, -38, -11%, 9%, 2%, 0%
Record of `COC(=O)c1c(-c2cccs2)csc1NC(=O)COc1ccc(C(C)(C)C)cc1` : x, x, -13, x, 0%, -13%, x
Record of `C/C(=N\NC(=O)c1nnn(-c2nonc2N)c1CN1CCC(C)CC1)c1ccc(Br)cc1` : x, x, -25, x, x, 0%, 39%[activator]

High-throughput results (PubChem)
